TRHR ag: TRH receptor (human) agonism; P34981; TRHR cells, calcium flux fluo-8, FDSS agonist mode; activation, % at 2 µM; 0.18% of 360,000 active; AID 493084; note: 0% is about no effect
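TRHR-expressing cells loaded with fluo-8 calcium dye; 23 nL library compound pin-transferred, kinetic FDSS fluorescence (Ex 480/Em 530) recorded about 180 s for agonist-induced calcium release, before a 10 nM TRH EC20 addition for potentiator mode.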
D1 antagonist: human D1 dopamine receptor antagonism. HEK293 TREx D1 cells, calcium flux, dopamine EC80; stronger effect = lower value. 3.2% of 360,000 active. activity change, negative = inhibition, % at 10 µM. P21728; in the data active = activity change below about -30%; note: % is set by controls: 0 for no effect and ±100 for the full control effect
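Using tetracycline-induced force-coupled D1 Hek293 cells and a calcium dye, signals were followed for 180 s after compound, then for 180 s after EC80 dopamine, to detect inhibitors.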
D1 PAM: potentiators of human D1 dopamine receptor; HEK293 TREx D1 cells, calcium flux, dopamine EC20 potentiation; potentiation, % at 10 µM; 0.036% of 360,000 active; in the data active = potentiation above about 30%; note: 0% is about no effect
TRHR PAM: allosterically enhances the human TRH receptor; P34981; TRHR cells, fluo-8 calcium fluorescence, EC20 TRH enhancement; enhancement, % at 2 µM; 0.66% of 360,000 active; AID 493056; in the data active = enhancement above about 30%; note: 0% is about no effect
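Enhancer read-out: after compound pinning and an initial kinetic agonist-mode read, an EC20 of TRH (10 nM final) was injected and fluo-8 calcium signal (Ex 480/Em 530) followed at 1 s/cycle for 100 cycles in TRHR-expressing cells.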
D2 agonist: agonists of human D2 dopamine receptor; HEK293 T-REx D2 cells, calcium flux agonist mode; activation, % at 2 µM; 0.53% of 340,000 active;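 active = activation over 3 SD above normal in the single-dose calcium agonist read, cut at about 30% in these data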; note: 0% is about no effect
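Tetracycline-induced HEK293 Trex cells with D2 receptor force-coupled to calcium signaling, plated overnight at 30 C and loaded with no-wash calcium dye. Calcium flux read kinetically for 180 s after compound addition; responses flag agonists.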
D1 agonist: agonists of human D1 dopamine receptor; P21728; HEK293 T-REx D1 cells, calcium flux, agonist mode; activation, % at 2 µM; 1% of 360,000 active; AID 504660; note: 0% is about no effect
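Tetracycline-induced HEK293 TREx D1 cells, force-coupled to calcium signalling, were dye-loaded with a no-wash calcium kit. Compound was pin-added after a 10 s baseline. Fluorescence was read kinetically at 1 cycle/s for 180 s, with calcium rises flagged as agonism.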
RXFP1 antag: RXFP1 (human) relaxin receptor antagonism; Q9HBX9; HEK293-RXFP1, relaxin-stimulated cAMP HTRF, 30 min; stronger effect = lower value; AID 1259400; 0.59% of 350,000 active; activity change, negative = inhibition, % at 57.5 µM;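 active = activity change of -60% or lower, but not beyond a set lower limit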; note: % is set by controls: 0 for no effect and ±100 for the full control effect
Target sequence (Q9HBX9 whole entry, looked up): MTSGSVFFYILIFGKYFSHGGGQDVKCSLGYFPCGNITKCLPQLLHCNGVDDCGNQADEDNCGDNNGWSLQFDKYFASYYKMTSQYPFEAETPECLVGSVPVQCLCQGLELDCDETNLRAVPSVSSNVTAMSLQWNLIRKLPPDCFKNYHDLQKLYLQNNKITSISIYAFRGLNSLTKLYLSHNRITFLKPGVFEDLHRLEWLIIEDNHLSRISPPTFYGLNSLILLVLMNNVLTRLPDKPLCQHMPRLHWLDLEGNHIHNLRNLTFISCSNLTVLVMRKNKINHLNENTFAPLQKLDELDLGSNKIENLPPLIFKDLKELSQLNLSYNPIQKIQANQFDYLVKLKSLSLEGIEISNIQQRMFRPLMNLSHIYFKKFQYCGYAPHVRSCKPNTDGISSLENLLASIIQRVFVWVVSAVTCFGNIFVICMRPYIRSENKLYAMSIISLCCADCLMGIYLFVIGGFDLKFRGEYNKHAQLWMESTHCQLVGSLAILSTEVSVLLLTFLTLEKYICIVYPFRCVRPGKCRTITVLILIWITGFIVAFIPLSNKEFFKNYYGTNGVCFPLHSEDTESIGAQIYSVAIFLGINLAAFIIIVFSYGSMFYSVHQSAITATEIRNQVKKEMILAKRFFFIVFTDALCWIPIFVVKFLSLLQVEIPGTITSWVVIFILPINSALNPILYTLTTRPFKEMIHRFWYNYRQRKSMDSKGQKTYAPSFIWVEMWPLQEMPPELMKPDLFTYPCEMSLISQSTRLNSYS
D2 PAM: positively modulates the human D2 dopamine receptor allosterically | HEK293 T-REx D2, calcium flux, EC20 dopamine potentiation | 0.34% of 340,000 active | AID 485347 | P14416 | potentiation, % at 10 µM;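 active = potentiation over 3 SD above the plate norm, cut at about 30% in these data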; note: 0% is about no effect
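Calcium flux readout, no-wash dye, 1 read/s. Inducible HEK293 Trex D2 line, overnight 30 C. Compound alone 180 s (agonist flags), then EC20 dopamine, another 180 s to score potentiation.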
D2 antag: D2 dopamine receptor (human) antagonism; P14416; HEK293 TREx D2 cells, calcium flux, dopamine EC80; inhibition, % at 10 µM; 2% of 340,000 active; in the data active = inhibition above about 30%; note: 0% is about no effect
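Measurement of antagonist activity uses fluorescent calcium dye in inducible HEK293 T-REx D2 cells: 10 s baseline, compound addition with 180 s read, EC80 dopamine addition with a further 180 s read.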
An asterisk follows results filed as active; · = no result given. Cut-off read from the data, not from the text of the source, unless noted: active = activation above about 30%; inactive = the rest.

Results follow in this order: D2 agonist, D2 PAM, D1 agonist, D1 PAM, RXFP1 antag, TRHR PAM, D2 antag, TRHR ag, D1 antagonist
CCN(CC)S(=O)(=O)c1ccc(N2CC(C(=O)N3CCOCC3)CC2=O)cc1 (stereo not drawn)
→ -0.2, -3.5, -0.2, -1.7, 4.6, 7.6, 24.3, 0.6, 3.6
CN(C)S(=O)(=O)N(CC(=O)NCc1ccccc1)c1ccccc1
→ -0.7, 3.3, 0.8, 0.9, -12.6, -6.1, 9.3, -0.5, -19.1
O=C(CCNC(=O)c1ccc([N+](=O)[O-])cc1)Nc1ccc(F)c(F)c1F
→ -0.6, -5.9, 1.3, -7.2, -5.0, -2.0, -0.2, -1.3, -0.5
COc1cc(/C=C/C(=O)NC(=O)c2ccccc2O)ccc1OC(C)=O
→ -0.9, 5.7, 2.9, 9.4, ·, 8.3, 11.8, -0.2, 8.3
O=C(c1nnc(-c2ccccc2)o1)C1CC1
→ 0.7, -2.5, 1.0, -7.3, 7.1, 5.5, 11.6, 1.4, 12.3
O=C(COc1cc2oc(=O)c3c(c2cc1Cl)CCC3)NCCN1CCOCC1
→ -0.5, -6.9, 1.5, 0.2, 16.6, 0.0, -4.1, -0.2, 3.7
COC(=O)c1sc(NC(=O)COc2c(C)cccc2C)nc1C
→ -0.5, 7.8, 1.1, 6.2, -5.6, -4.8, 7.9, -0.8, 3.1
CCc1nc(SCC(=O)N2CCCCC2)c2c(=O)n(C)c(=O)n(C)c2n1
→ 0.7, 6.0, -0.7, -1.1, 3.5, -1.5, -5.3, 0.6, -7.2
CC1(C(=O)Nc2ccc3c(c2)OCO3)CC1(Cl)Cl (stereo not drawn)
→ 0.9, 2.6, 0.8, -7.0, 9.2, 0.9, -4.1, 0.1, 2.7
CCN1CCN(C(=O)NC2CC(=O)N(c3ccc(OC)cc3)C2)CC1 (stereo not drawn)
→ 0.0, -4.6, 6.0, 14.2, -6.3, 9.9, -6.7, 0.0, -4.1
COc1ccc(CCN=C(N)NS(=O)(=O)c2cc(F)ccc2OC)cc1
→ -0.4, -0.4, 1.5, 0.4, 2.4, 14.8, -42.4, -0.2, 6.8
Cc1ccc(S(=O)(=O)NNC(=O)c2ccoc2C)cc1
→ -0.2, -8.4, 2.9, 1.4, 0.5, -6.1, -0.9, 0.0, 1.1
CCCC(C)NNC(=O)c1cc2ccccc2[nH]1 (stereo not drawn)
→ -0.1, 10.0, 1.4, -1.5, 14.3, -6.5, 6.3, -0.2, 5.5
CCOc1ccc(-n2c(N)c(C(=O)NCc3ccco3)sc2=S)cc1
→ 0.4, -9.0, 0.4, -1.5, 2.2, -5.7, -4.3, -1.5, -9.8
COc1ccccc1NC(=S)N1CCCC1
→ 0.1, -1.5, 3.5, 1.4, 6.4, -1.0, 7.8, 0.5, -7.4
O=C1c2ccccc2NC(c2ccccc2)N1/N=C/c1ccccc1 (stereo not drawn)
→ 1.3, 6.8, 4.5, -8.3, -2.0, -4.7, -14.3, 1.2, -25.4
Cc1ccc(O)c(C(=O)c2cc(C(=O)NCCc3ccccc3)c(=O)n(CCc3ccccc3)c2)c1
→ 1.0, -3.3, 7.3, -2.6, 11.5, 0.0, -2.6, 0.6, -3.6
CC(C)CN(CC(C)C)S(=O)(=O)N1CCC(C(=O)NCCc2ccc(Cl)cc2)CC1
→ -2.1, -3.0, 13.0, -7.0, 17.1, -2.7, 2.1, 1.0, -14.2
Cc1cccc(N(CC(=O)Nc2cccnc2)S(C)(=O)=O)c1
→ 0.9, 5.8, 0.2, -3.5, -4.5, 0.7, -3.3, 0.0, 2.6
O=C(O)CCCCCNS(=O)(=O)c1cccc2nsnc12
→ 1.2, 8.3, 0.8, 0.2, -10.5, -2.7, 4.6, 0.1, 4.9
Cc1ccc(N2C(=O)c3ccccc3C2Nc2cccnc2)nc1 (stereo not drawn)
→ -1.4, -3.8, 0.1, -2.2, 3.3, 0.2, -14.0, -0.4, -5.0
COCCCn1c(=O)/c(=C\c2ccccc2OC(F)F)s/c1=C(/C#N)C(N)=O
→ ·, ·, 3.1, 0.1, 8.1, -3.4, ·, 0.6, -7.2
CC12CNCC(C)(CN(C(c3ccccc3)c3ccccc3)C1)C2
→ -0.2, 13.1, 0.6, -3.4, -8.9, 10.8, -13.1, -0.1, -26.2
Cc1ccc(O)c(NC(=O)COc2cc(C)ccc2C)c1
→ 1.4, 0.9, 1.4, 2.8, -6.8, -2.2, -5.0, 1.1, -0.2
COCCN1CCN(c2c3c(nc4cc(-c5cccc(F)c5)nn24)CCC3)CC1
→ 0.2, -8.4, 0.0, -6.0, -6.0, 0.8, -26.4, 0.4, -20.3
Cc1c(/C(O)=C2/C(=O)C(=O)N(CCN3CCOCC3)C2c2cccs2)cnn1-c1ccccc1 (stereo not drawn)
→ 1.0, -7.4, 2.9, 6.2, 4.1, 5.7, -5.5, -0.3, 14.6
N#Cc1ccc(Oc2nc(C#N)cc(-c3ccccc3)n2)cc1
→ -0.2, 4.8, 1.1, 2.2, -3.1, 3.5, 5.0, 0.1, 6.5
COc1ccc(C(=O)NC(=S)Nc2ccc(S(=O)(=O)Nc3cc(C)on3)cc2)cc1OC
→ ·, ·, 4.9, -3.1, -19.0, 3.4, ·, 0.8, 26.5
COC(=O)C1CCN(C(=O)CN2C(=O)c3ccccc3S2(=O)=O)CC1
→ 0.2, -8.3, 9.4, -2.9, 10.3, -0.1, -4.8, 0.5, 2.0
CC(=O)Nc1nonc1-c1nnc(SCC(=O)Nc2c(C)cccc2C)n1-c1ccccc1
→ 4.1, -17.2, -2.7, 0.1, 5.4, -0.9, ·, 0.3, 8.9
Cc1ccc(C(=O)NNC(=O)CCC(=O)NCc2ccccc2)cc1Br
→ 0.1, 9.8, -1.4, -3.8, 7.9, -3.2, -9.8, -0.6, -17.8
CC(Sc1nnc(NC2CCCCC2)s1)C(=O)N1CCOCC1 (stereo not drawn)
→ ·, ·, -0.2, 1.3, -9.2, -1.0, ·, 0.2, -5.0
NCCCC[C@@H](C(=O)N1CCNCC1)n1cc([C@@H](N)CC(N)=O)nn1
→ 0.4, 11.5, 1.6, -1.0, ·, -5.0, 5.9, 0.2, 3.7
O=C(CSc1nccc(=O)[nH]1)Nc1cccc2ccccc12
→ 0.3, -3.7, 1.2, -1.8, -13.9, -1.9, -15.2, 0.0, 35.4
CC1CCc2[nH]c3ccc(C(=O)N(C)CC(=O)Nc4ccccc4Cl)cc3c2C1 (stereo not drawn)
→ -0.1, 2.0, 0.6, -1.6, -32.7, 9.5, -2.6, -0.2, 4.6
CCOC(=O)c1c(-c2ccccc2)csc1NC(=O)c1cc(-c2ccc(Cl)cc2)on1
→ 0.9, 16.7, 0.9, 0.1, ·, 5.1, ·, 1.0, -3.3
CCC1(c2ccccc2)NC(=O)N(CC(=O)N(CC(=O)Nc2ccccc2C(F)(F)F)Cc2ccco2)C1=O (stereo not drawn)
→ 5.4, 11.5, 43.7*, 1.4, -9.6, 4.2, -1.9, -1.1, -13.1
CN(Cc1ccccc1)C(=O)c1nc2ccccn2c1CNCCCOc1cccnc1
→ -0.2, -20.7, 2.0, -5.4, 2.6, -4.8, 0.5, 4.1, 5.8
CCC(C)Cn1c(COc2ccc(OC)cc2)nc2ccccc21 (stereo not drawn)
→ 0.7, 4.3, 5.8, -8.8, -8.7, 4.7, ·, 3.4, -6.4
Cc1cccc(Nc2c([N+](=O)[O-])c(=O)oc3ccccc23)c1
→ -1.9, -11.2, 2.4, -0.6, 1.6, -0.5, 8.3, 1.7, -6.5

Of the compounds above, two contain a nitro group on carbon:
Results follow in this order: D2 agonist, D2 PAM, D1 agonist, D1 PAM, RXFP1 antag, TRHR PAM, D2 antag, TRHR ag, D1 antagonist
O=C(CCNC(=O)c1ccc([N+](=O)[O-])cc1)Nc1ccc(F)c(F)c1F
→ -0.6, -5.9, 1.3, -7.2, -5.0, -2.0, -0.2, -1.3, -0.5
Cc1cccc(Nc2c([N+](=O)[O-])c(=O)oc3ccccc23)c1
→ -1.9, -11.2, 2.4, -0.6, 1.6, -0.5, 8.3, 1.7, -6.5

Following part:
Results follow in this order: D2 agonist, D2 PAM, D1 agonist, D1 PAM, RXFP1 antag, TRHR PAM, D2 antag, TRHR ag, D1 antagonist
Cc1nc(C)c(-c2ccn(S(=O)(=O)c3ccc(Cl)cc3)n2)o1
→ 1.8, -2.2, 4.6, -0.8, -2.8, 0.3, -30.7, -2.1, 7.6
Cc1ccc2[nH]c(C)c(/C=C/c3cc[n+](C)cc3)c2c1
→ -1.6, 8.1, -0.9, -2.8, -20.5, -0.6, -27.8, -0.8, 6.7
O=C(c1cn(-c2ccccc2)nc1-c1cccc(Br)c1)N1CCOCC1
→ 0.6, -3.0, 0.6, -1.1, -27.3, 9.1, 2.0, 0.3, 13.5
Cc1ccc(C)n1CCN1CCN(C(=O)CSc2nc3ccccc3nc2N2CCOCC2)CC1
→ -0.1, -2.8, 0.3, -3.6, -0.3, 1.1, -18.4, -0.5, -0.1
COc1ccccc1NC(=O)c1ccc(NC(=O)CSc2ncn[nH]2)cc1
→ -0.2, -3.2, 3.4, -3.8, -1.2, -2.2, -5.8, -0.3, -44.7*
N=C1/C(=C\c2ccc(OC(=O)c3ccc(F)cc3)cc2)C(=O)N=C2SC(N3CCOCC3)=NN12
→ -1.1, -0.5, 0.7, -3.8, -26.7, 2.1, 22.2, 0.4, -3.7
CC(=O)NS(=O)(=O)c1ccc(NC(=O)c2ccc(Br)o2)cc1
→ -0.1, 1.3, 0.0, -1.8, 2.9, 0.0, -5.1, -0.5, 1.5
COc1ccccc1NC(=O)c1oc2ccccc2c1NC(=O)c1ccco1
→ 3.5, -0.7, 4.7, -3.1, 9.5, -12.7, 4.5, -0.7, 10.0
CCCn1c(SCC(=O)Nc2c(C)cccc2CC)nnc1C(C)C
→ 0.0, -3.0, 2.9, -1.1, -6.2, -0.8, 1.2, -0.3, 4.7
NC(=O)c1c(Nc2nc3c(F)cccc3s2)sc2c1CCCC2
→ 2.8, 0.2, 12.0, -5.5, -2.0, 1.0, -17.6, 8.1, 14.4
Cn1nc(-c2ccc(Cl)cc2)cc1NC(=O)CSCC(=O)O
→ 0.4, -3.0, 1.1, 3.4, -2.4, 0.2, 8.6, 1.0, -7.2
Cc1cc(N/N=C/c2ccccc2O)nc(-c2ccccc2O)n1
→ -0.8, 2.0, 0.3, -5.7, -20.0, -5.2, 3.9, 0.9, -12.5
FC(F)(F)c1ccccc1NC(=S)N1CCN(c2ncccn2)CC1
→ 2.5, 1.2, 3.5, 5.7, -10.8, -1.9, -15.2, 0.0, -4.9
O=C(NCc1cccnc1)c1ccccc1-c1ccccc1
→ 0.7, 2.2, 0.6, -1.8, 4.1, -5.3, 9.5, -0.1, 4.4
Cc1cc(C)cc(NC(=O)C(OC(=O)c2ccc(O)cc2)c2ccccc2)c1 (stereo not drawn)
→ 0.4, 3.7, 6.4, 4.6, -9.3, 23.0, -23.0, -0.4, 6.0
CCc1ccc(O)c(N=Cc2cccc(C)c2O)c1
→ 0.7, -8.1, 3.0, -2.8, -7.6, -0.1, -19.6, 0.8, -1.6
Nc1ccc(-c2nc3ccc(N)cc3o2)cc1
→ 14.2, -13.4, -0.1, ·, ·, -1.0, 12.9, -0.6, -2.4
